Screens: PubChem BioAssay, several laboratories
MrgX1 antag: antagonists of human MrgX1 receptor, primary screen, HEK293 cells, Fluo-4 calcium flux; 310,000 compounds, 1.3% hits; Mas-related G-protein coupled receptor member X1 (Homo sapiens), Q96LB2; BAM8-22 antagonism; active compounds read low; B-score at 10 µM;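 active = calcium-response B-score plate-corrected more than 3 library SD below zero, starting fluorescence within 5 deviations, no agonist response on first addition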;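 note: peak minus trough fluorescence over baseline after final BAM8-22 challenge near maximal dose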
ANO1 activ: TMEM16A chloride channel activators or potentiators, primary screen, cell-based, HTS. B-score at 10 µM. HEK293 TMEM16A/YFP-H148Q/I152L, iodide quench fluorescence; active compounds read low. 340,000 compounds, 0.3% hits. Anoctamin-1 (Mus musculus), Q8BHY3;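 active = fluorescence-ratio B-score plate-corrected deviation score at least 3 library SD below zero, with starting fluorescence score within 5 deviations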;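 note: channel opened by trigger with iodide after compound preincubation; score built on the fluorescence ratio of max minus min over baseline; more negative score means more quench and so TMEM16A activation or potentiation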
TRPC4 inh: inhibitors of mouse TRPC4 channel, primary screen, Fluo4 calcium, HEK293 TRPC4beta/mu-opioid cells | 300,000 compounds, 0.39% hits | Short transient receptor potential channel 4 (Mus musculus), Q9QUQ5 | B-score at 10 µM | DAMGO-evoked Fluo4 calcium flux; active compounds read low;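 active = B-score over 3 SD under the library average, no early fluorescence shift, positive overall ratio signal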
Target sequence (Q9QUQ5 whole entry, looked up): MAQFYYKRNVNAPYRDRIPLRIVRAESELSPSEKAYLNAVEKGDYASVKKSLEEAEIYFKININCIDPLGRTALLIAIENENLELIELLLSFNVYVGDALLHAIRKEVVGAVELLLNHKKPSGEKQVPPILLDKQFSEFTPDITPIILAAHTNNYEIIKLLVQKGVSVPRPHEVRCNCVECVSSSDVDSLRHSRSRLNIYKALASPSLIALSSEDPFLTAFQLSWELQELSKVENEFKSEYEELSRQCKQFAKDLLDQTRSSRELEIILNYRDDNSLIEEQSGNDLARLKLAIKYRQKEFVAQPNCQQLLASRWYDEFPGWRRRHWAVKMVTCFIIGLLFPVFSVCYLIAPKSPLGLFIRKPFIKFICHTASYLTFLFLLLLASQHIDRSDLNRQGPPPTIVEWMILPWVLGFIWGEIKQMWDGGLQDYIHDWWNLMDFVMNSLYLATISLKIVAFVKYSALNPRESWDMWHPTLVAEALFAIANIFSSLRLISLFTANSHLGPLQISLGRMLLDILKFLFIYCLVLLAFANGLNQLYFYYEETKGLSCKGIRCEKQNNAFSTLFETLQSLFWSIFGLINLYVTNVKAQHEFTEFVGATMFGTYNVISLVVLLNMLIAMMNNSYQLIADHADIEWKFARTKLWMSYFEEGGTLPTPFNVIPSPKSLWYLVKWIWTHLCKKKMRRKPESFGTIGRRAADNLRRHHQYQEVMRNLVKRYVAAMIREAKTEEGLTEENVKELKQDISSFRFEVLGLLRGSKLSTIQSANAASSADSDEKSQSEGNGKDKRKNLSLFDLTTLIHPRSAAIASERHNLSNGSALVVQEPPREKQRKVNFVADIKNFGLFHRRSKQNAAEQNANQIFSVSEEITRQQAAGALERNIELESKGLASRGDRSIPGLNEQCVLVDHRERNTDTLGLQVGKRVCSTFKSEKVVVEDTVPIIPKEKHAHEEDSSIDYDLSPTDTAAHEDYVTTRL
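System: stable TRPC4beta/mu-opioid receptor HEK293 cells; Dosing: single-point compound dosing; Measured by: Fluo4 Ca2+ flux fluorescence; Read-out basis: per-well B score of integrated baseline-normalized Fluo4 ratio.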
TRPC6 act: mouse TRPC6 channel activators, primary screen, cell-based, HEK293, membrane potential dye | 310,000 compounds, 0.13% hits | HEK293-TRPC6 membrane potential dye fluorescence; active compounds read high | B-score at 10 µM | AID 2550, 2010 | Short transient receptor potential channel 6 (Mus musculus), Q61143;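 active = B-score of the integrated fluorescence ratio above library mean plus 3 SD, and starting fluorescence ratio within library mean plus 5 SD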;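 note: higher score means more depolarization so channel activation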
TRPC4 agonist: activators of mouse TRPC4 channel, primary screen, Fluo4 calcium, HEK293 TRPC4beta/mu-opioid cells. Fluo4 calcium fluorescence; active compounds read high. B-score at 10 µM. 310,000 compounds, 0.49% hits. Short transient receptor potential channel 4 (Mus musculus), Q9QUQ5;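 active = B-score above 5 SD of library B-scores, and initial fluorescence ratio not above library mean plus 5 SD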;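 note: positive B-score marks a calcium rise read as TRPC4 activation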
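Material: HEK293 stable line with TRPC4beta plus mu-opioid receptor; technique: Fluo4 calcium-sensitive dye fluorescence, kinetic, 1 Hz baseline; timing: Fluo4 dye loading 45 min at room temperature, 110 s recording; controls: assay buffer as low control, maximal DAMGO as high control; read-out: integrated baseline-normalised fluorescence ratio, converted to per-well B score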
SKKanGAS inh: S. pyogenes SKKanGAS growth inhibitors in kanamycin, primary screen, streptokinase expression inhibitor project, SKKanGAS strain, BacTiter-Glo luminescence | inhibition, % at 7.5 µM | 300,000 compounds, 1.3% hits | AID 1662, 2009 | 6 h;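 active = mean replicate score, as percent of positive control median, at least 50; inconclusive = mean below 50 but one replicate at or above 50; inactive = mean and every replicate below 50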;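 note: strain carries kanamycin resistance gene driven by streptokinase promoter and grows in 40 µg/ml kanamycin; loss of luminescence reflects streptokinase promoter inhibition or plain growth inhibition; 0% = median of DMSO wells and 100% = positive control at its reference dose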
TMEM16A inh: TMEM16A chloride channel inhibitors, primary screen, cell-based, HTS; HEK293 TMEM16A/YFP iodide influx fluorescence, ionomycin; 310,000 compounds, 1.2% hits; Anoctamin-1 (Mus musculus), Q8BHY3; AID 588511, 2011; normalized B-score (activity score, 25-100; higher = stronger inhibition) at 10 µM;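 active = ratio plate-corrected score three or more library SD toward inhibition, starting fluorescence score within five deviations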;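 note: score derived from kinetic fluorescence span divided by baseline fluorescence per well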
TRPC4 potent: positive allosteric modulators of TRPC4, primary screen, cell-based, mouse TRPC4beta, HEK293 mu-opioid, Fluo-4 calcium | B-score at 10 µM | Short transient receptor potential channel 4 (Mus musculus), Q9QUQ5 | DAMGO EC20, Fluo-4 Ca2+ flux; active compounds read high | 310,000 compounds, 0.42% hits;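 active = B-score of calcium response area above 5 SD of library B-scores, with initial fluorescence ratio within 5 SD of library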;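 note: B-score of integrated fluorescence ratio over time as area under calcium response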
MrgX1 agonist: agonists of human MrgX1 receptor, primary screen, HEK293 cells, Fluo-4 calcium flux. Fluo-4 calcium fluorescence, agonist mode; active compounds read high. B-score at 10 µM. 310,000 compounds, 0.44% hits. AID 588627, 2011;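 active = calcium response B-score plate-corrected fluorescence ratio at least 3 library SD, with starting fluorescence B-score inside 5 SD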
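System – MrgX1-expressing HEK293 cells · Incubation – cells plated overnight, dye loaded 0.5 h 37 °C, 0.5 h room temperature · Technique – kinetic Fluo-4 NW fluorescence of intracellular calcium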
TRPC6 inhibitor: mouse TRPC6 channel inhibitors, primary screen, cell-based, HEK293, membrane potential dye; ACh-evoked depolarization; active compounds read low; B-score at 10 µM; 310,000 compounds, 1.1% hits; AID 2553, 2010;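 active = B-score under library mean minus 3 SD, initial fluorescence not abnormally high, positive integrated signal ratio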;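 note: B-score derived from integrated fluorescence ratio over the kinetic read; more negative B-score means stronger inhibition of depolarization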
MrgX1 PAM: positive allosteric modulators of MrgX1, primary screen, HEK293 cells, Fluo-4 calcium flux; FDSS; active compounds read high; B-score at 10 µM; 310,000 compounds, 0.63% hits; AID 588675, 2011;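 active = plate-corrected calcium response at least 3 library SD above typical, normal starting fluorescence, not activating the receptor alone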;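 note: compound read alongside a low EC10 to EC30 dose of BAM8-22 agonist; peak minus trough fluorescence over baseline measured at the second addition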
An asterisk follows results filed as active; i = inactive; u = inconclusive; x = no result given.

SMILES	MrgX1 antag	ANO1 activ	TRPC4 inh	TRPC6 act	TRPC4 agonist	SKKanGAS inh	TMEM16A inh	TRPC4 potent	MrgX1 agonist	TRPC6 inhibitor	MrgX1 PAM
CC(C)N(CCNS(=O)(=O)c1ccc(Cl)cc1)C(C)C	i	i	i	i	i	4	i	i	i	i	i
CC(C)[C@H](NC(=O)c1c(F)cccc1F)C(=O)Nc1cccc(Br)c1	i	i	i	i	i	4	i	i	i	i	i
CCOC(=O)C(CCCCCOc1ccccc1[N+](=O)[O-])C(=O)OCC	i	i	-6*	i	i	26	i	i	i	i	i
Cc1ccc(NS(=O)(=O)c2cccc(C(=O)O)c2)cc1S(=O)(=O)N1CCOCC1	i	i	i	i	i	-3	i	i	i	i	i
NS(=O)(=O)c1ccc(NC(=S)N2CCN(c3ccc(Cl)c(Cl)c3)CC2)cc1	i	i	i	i	i	9	i	i	i	i	i
Cc1ccc2nc(-c3ccccc3)cc(C(=O)NCCCn3ccnc3)c2c1	i	i	i	i	i	-4	i	i	i	i	i
CC(C)Cc1cc(C(=O)Nc2cc(Br)ccc2O)no1	i	i	i	i	i	-10	i	i	i	i	i
COc1cccc(CC(=O)Nc2ccc(-c3csc(C)n3)cc2)c1	i	i	i	i	i	-7	i	i	i	i	i
Cc1cc(C(=O)OCc2nnc(-c3ccccc3)o2)c(C)n1-c1ccccc1	i	i	i	i	i	10	i	i	i	i	i
O=C(CCn1c(=O)oc2ccccc21)NCCN1CCc2ccccc2C1	i	i	i	i	i	4	i	i	i	i	i
CCOC(=O)c1c(C)nn(-c2ncccc2NC(=O)NC(C)C)c1C	i	i	i	i	i	-3	i	i	i	i	i
O=C(C(Cl)Cl)N1CCN(Cc2ccccc2)CC1	i	i	i	i	i	6	i	i	i	i	i
Cc1ccc(S(=O)(=O)c2c(C)nn(C(C)(C)C)c2OC(=O)c2cccs2)cc1	i	i	i	i	i	4	i	i	i	i	i
Cc1ccc(S(=O)(=O)CCC(=O)OCC(=O)N2CCN(c3ccccc3)CC2)cc1	i	i	i	i	i	-2	i	i	i	i	i
O=C(Nc1cccc(NC(=O)c2cccnc2)c1)c1ccccc1	i	i	i	i	i	u	i	i	i	i	i

Results in SKKanGAS inh, MrgX1 antag and TRPC4 inh (2 entries from above):
| Structure | SKKanGAS inh | MrgX1 antag | TRPC4 inh |
| --- | --- | --- | --- |
| Cc1ccc(NS(=O)(=O)c2cccc(C(=O)O)c2)cc1S(=O)(=O)N1CCOCC1 | -3 | i | i |
| CC(C)Cc1cc(C(=O)Nc2cc(Br)ccc2O)no1 | -10 | i | i |

Next records
SMILES	MrgX1 antag	ANO1 activ	TRPC4 inh	TRPC6 act	TRPC4 agonist	SKKanGAS inh	TMEM16A inh	TRPC4 potent	MrgX1 agonist	TRPC6 inhibitor	MrgX1 PAM
CCCC(=O)Nc1ccc(Sc2ccc([N+](=O)[O-])cc2)cc1	i	i	i	i	i	-7	i	i	i	i	i
CCCNNC(=O)C(O)(c1cccc(C)c1)c1cccc(C)c1	i	i	i	i	i	-2	i	i	i	i	i
O=C(CCCN1C(=O)c2cccc3cccc(c23)C1=O)N1CCc2ccccc2C1	i	i	i	i	i	6	i	i	i	i	i
CCc1c(C)nc2cc(C)[nH]n2c1=O	i	i	i	i	i	-1	i	i	i	i	i
CC(C)[C@H](NC(=O)Nc1ccc(S(N)(=O)=O)cc1)C(=O)O	i	i	i	i	i	7	i	i	i	i	i
COc1cccc(N2CCN(C(=O)CCc3nnc4ccc(N5CCCC5)nn34)CC2)c1	i	i	i	i	i	3	i	i	i	i	i
COc1ccc(NC(=O)C2CCCN2C(=O)NC2CCCCC2)cc1OC (stereo not given)	i	i	i	i	i	0	i	i	i	i	i
O=S1(=O)CCO[C@H]2Cc3ccccc3[C@H]2N1Cc1cccc(F)c1	i	i	i	i	i	4	i	i	i	i	i
CC(=O)c1cccc(S(=O)(=O)N2CCN(c3nc4cc(C)cc(C)c4cc3C#N)CC2)c1	i	x	i	i	i	1	i	i	i	i	i
Cc1csc(NC(=O)Cc2ccc(Br)cc2)n1	i	i	i	i	i	11	i	i	i	i	i
CN(C)NC(=S)Nc1cccc(C(F)(F)F)c1	i	i	i	i	i	1	i	i	i	i	i
CNNCc1ccc(C(=O)NC(C)C)cc1	i	i	i	i	i	4	i	i	i	i	i
O=[N+]([O-])c1ccc2c(c1)Nc1nc3ccccc3nc1N2	-4.7*	i	i	i	i	-1	i	i	i	i	i
CCCn1cnnc1CNC(=O)C1CCC(=O)N(CCc2cccc(F)c2)C1 (stereo not given)	i	i	i	i	i	-1	i	i	i	i	i
COc1ccc(Oc2nc3c(c(=O)n(C)c(=O)n3C)n2C)cc1	i	i	i	i	i	12	i	i	i	i	i
NNC(=O)CS(=O)(=O)c1ccc(Cl)cc1	i	i	i	i	i	-4	i	i	i	i	i
CC[C@@]1(c2ccccc2C)C(=O)N(C(=O)OC)N1C(=O)OC	i	i	i	i	i	-4	i	i	i	i	i
COC(=O)c1ccc2c(=O)n(CCN3CCOCC3)c(SCC(=O)Nc3ccccc3Cl)nc2c1	i	i	i	i	i	17	i	i	i	i	i
CCn1c(=O)c2ccccc2n(Cc2cccc(C)c2)c1=O	i	i	i	i	i	2	i	i	i	i	i
Cc1ccc(CN2C(=O)S/C(=C\c3ccccc3OCC(=O)O)C2=O)cc1	i	i	i	i	i	17	i	i	i	i	i
O=C(c1cccc(C(F)(F)F)c1)N1CCN(CCc2ccccc2)CC1	i	i	i	i	i	12	i	i	i	i	i
C=CCc1cccc(CNc2nc3ccccc3n2CC)c1O	i	i	i	i	i	-1	i	i	i	i	i
Cc1ccc(N(C(C)C(=O)Nc2ccc(S(=O)(=O)N3CCOCC3)cc2)S(C)(=O)=O)cc1C (stereo not given)	i	i	i	i	i	2	i	i	i	i	i
Cn1c(SCC(=O)NCCNC(=O)CSc2nnc(C(F)(F)F)n2C)nnc1C(F)(F)F	i	i	i	i	i	4	i	i	i	i	i
CCOC(=O)c1cc(CC)sc1NC(=O)COc1ccc2c(C)cc(=O)oc2c1	i	i	i	i	i	-4	i	i	i	i	i
COc1ccc(/C=N/N=C2/NC(=O)C(CC(=O)NC(N)=O)S2)cc1 (stereo not given)	i	i	i	i	i	0	i	i	i	i	i
CCCNc1nc(Nc2ccc(C)cc2)nc(N2CCCC2)n1	i	i	i	i	i	33	i	i	i	i	i
CN(C)C(N)=NCCC[C@H](N)C(=O)O	i	i	i	i	i	-4	i	i	i	i	i
c1coc(CNc2ncnc3[nH]ncc23)c1	i	i	i	i	i	5	i	i	i	i	i
Cc1ccc(O)c(-c2cc(-c3cccc(Br)c3)n[nH]2)c1	i	i	i	i	i	100*	i	i	i	i	i
CCOc1ccccc1OCCOCCN1CC(C)OC(C)C1 (stereo not given)	i	i	i	i	i	0	i	i	i	i	i
O=C(CCn1cnnn1)N1CCCC(Nc2ccc(F)c(F)c2)C1 (stereo not given)	i	i	i	i	i	-17	i	i	i	i	i
CCOC(=O)C1CCN(C(=O)COc2ccc(S(=O)(=O)N3CCCC3)cc2C)CC1	i	i	i	i	i	0	i	i	i	i	i
CC(C)Sc1nc2ccccc2n1CC(N)=O	i	i	i	i	i	8	i	i	i	i	i
c1ccc2c(N3CCCCC3)nc(N3CCCCC3)nc2c1	i	i	i	i	i	1	i	i	i	i	i
Cc1cc(NCCO)c2ccccc2n1	-4.6*	i	i	i	i	-1	i	i	i	i	i
O=C(CC(c1ccccc1)c1ccccc1)OCn1nnc2ccccc2c1=O	i	i	i	i	i	14	i	i	i	i	i
CCc1ccc(-c2cc(C)no2)cc1S(=O)(=O)N1CCN(c2cccc(C)c2C)CC1	i	i	i	i	i	4	i	i	i	i	i
O=C(CCc1nnc(Cc2ccc(-c3ccccc3)cc2)o1)N1CCCC1	i	i	i	i	i	0	i	i	i	i	i
COc1ccc2nc(SCC(=O)N3CCCCCC3)c(C#N)cc2c1	i	i	i	i	i	-5	i	i	i	i	i
NC(N)=NS(=O)(=O)c1ccc(NC(=S)NC(=O)c2ccc3c(c2)OCO3)cc1	i	i	i	i	i	-3	i	i	i	i	i
O=C(O)c1cccc(S(=O)(=O)N2CCCC2)c1	i	i	i	i	i	-2	i	i	i	i	i
CSCC[C@H](NC(=O)N1CCn2c1nc1ccccc12)C(=O)NCc1ccc(F)cc1	i	i	i	i	i	-6	i	20*	i	i	i
COc1ccc(C(=O)Nc2cccnc2Sc2ccc(Cl)cc2)cc1	i	i	i	i	i	-6	i	i	i	i	i
CC(C)n1nnnc1SCC(=O)NCCc1ccccc1	i	i	i	i	i	7	i	i	i	i	i
CC[N+](CC)(CC)CCOc1ccc(/C=C/c2ccccc2)cc1	-5.1*	i	x	x	x	x	i	x	i	x	i
Cc1c(N)c(=O)n(-c2ccccc2)n1C	i	i	x	x	x	x	i	x	i	x	i
CN(C)c1ccc(C2(c3ccc(N(C)C)cc3)OC(=O)c3cc(N)ccc32)cc1	i	i	i	i	i	-1	i	i	i	i	i
Cc1ccccc1-n1nnnc1SCc1cc(=O)n2ccsc2n1	i	i	i	i	i	1	i	i	i	i	i
CN(C(=O)c1ccccc1)c1nccnc1C#N	i	i	i	i	i	0	i	i	i	i	i
COc1ccc(-c2cc(=O)oc3c(C)c(OCC(=O)NCC4CCC(C(=O)O)CC4)ccc23)cc1 (stereo not given)	i	i	i	i	i	37	i	i	i	i	i

This is a random part of the collection; about 6.7% have a hit in one of these screens.
